TNF necrop inh – blocks TNF-alpha induced death of Jurkat FADD-/- cells. activation (protection from cell death), % at 10 µM. AID 463075. Jurkat FADD-/- TNF necroptosis rescue, ATP luminescence, 24 h; 0 = TNF only, 100 = no-TNF cells. 220,000 tested, 0.068% active;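 active = activation, meaning protection from cell death, of at least 50% relative to plate controls; inactive = activation below 50%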;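 also: necroptosis triggered by 40 ng/mL TNF-alpha added together with compound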
KCC2 mod – modulates chloride dependent transport by human KCC2. KCC2 cells, thallium flux FluoZin-2 fluorescence. B-score of Tl+ flux slope (higher = more flux/activation; lower = inhibition) at 10 µM. 190,000 tested, 2.2% active. AID 1456;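 active = thallium flux slope and its plate-corrected score both differing from the plate sample mean at a set confidence after two filtering rounds, in either direction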;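 also: slope of fluorescence scaled to starting intensity during 10 to 20 s after thallium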
Rad51 HR inh – blocks human Rad51 in homologous recombination; hRad51 DNA strand exchange, fluorescence dequenching; inhibition, % at 10 µM; 200,000 tested, 0.085% active;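 active = inhibition above 40% at the single screening dose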;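 also: 0% = DMSO control wells and 100% = blanks with heterologous ssDNA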
Target sequence (Q06609 whole entry, looked up): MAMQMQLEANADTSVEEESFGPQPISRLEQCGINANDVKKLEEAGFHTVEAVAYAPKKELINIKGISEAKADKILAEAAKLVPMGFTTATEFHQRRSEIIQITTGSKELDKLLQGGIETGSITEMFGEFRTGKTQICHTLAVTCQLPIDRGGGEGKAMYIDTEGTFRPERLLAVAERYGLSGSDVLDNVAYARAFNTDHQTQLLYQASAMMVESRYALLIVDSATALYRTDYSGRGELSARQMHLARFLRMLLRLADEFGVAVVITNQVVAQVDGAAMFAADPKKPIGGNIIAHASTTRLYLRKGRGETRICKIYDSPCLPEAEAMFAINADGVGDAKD
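Test system: preformed human Rad51 ssDNA filaments; also added: Donor/quencher-labelled 47-bp dsDNA substrate; doses: 10 µM final, single point; times: 37 °C 15-min filament assembly, 30-min compound preincubation, 15-min exchange; detection: FRET fluorescence dequenching, excitation 485 nm, emission 520 nm; read-out basis: Fluorescence-based percent inhibition, control- and blank-normalised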
EBV gp42 inh – blocks Epstein-Barr virus glycoprotein 42 binding | 220,000 tested, 0.42% active | Fluorescence polarization binding assay, mP read-out | AID 1085 | inhibition, % (tested at 21.74 µM); in the data active = inhibition above about 50%
Target sequence (Q1HVG2 whole entry, looked up): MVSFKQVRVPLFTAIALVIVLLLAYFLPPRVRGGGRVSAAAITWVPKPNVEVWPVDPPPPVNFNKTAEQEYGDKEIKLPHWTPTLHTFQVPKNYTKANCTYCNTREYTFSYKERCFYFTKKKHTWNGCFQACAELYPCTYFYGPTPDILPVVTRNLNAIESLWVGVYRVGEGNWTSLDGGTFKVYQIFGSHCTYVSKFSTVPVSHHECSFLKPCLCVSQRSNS
Mdm2 ligase inh – blocks human Mdm2 ubiquitin ligase activity; Q00987; cell-based MDM2 ubiquitination luciferase reporter, 2 h; 0 = plate control, 100 = twice control, blank-subtracted; signal enhancement, % at 5 µM; 210,000 tested, 0.11% active;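 active = signal enhancement of 30% or more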;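 also: luminescence tracks abundance of the self-degrading MDM2-luciferase fusion protein; higher signal means inhibition of MDM2 E3 ligase activity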
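Test system: mammalian cells stably expressing self-ubiquitinating, self-degrading MDM2 E3–luciferase fusion; Amount: 2000 cells in each well; Medium: DMEM; Schedule: 4 h settle plus 2 h compound, 37 °C; Technique: SteadyLite luciferase luminescence after 15 min room-temperature reagent incubation; Benchmarks: plate control and blank wells.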
PERK inhibitor – blocks human PERK kinase | CHO PERK-DD fusion, SEAP luminescence translation reporter | inhibition, % at 5.6 µM | 220,000 tested, 0.17% active | AID 1416;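 active = inhibition above the mean inhibition of all tested compounds plus 3 SD, set separately per screening campaign, cut at about 2.9% in these data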;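 also: PERK kinase domain activated by AP20187 dimerizer at 100 nM; 0% = DMSO with dimerizer and 100% = rapamycin at 8.4 µM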
Calpain2 inh – calpain II (pig) inhibition; AID 1236; purified calpain II, fluorogenic peptide substrate, 30 min; inhibition, % at 16 µM; 220,000 tested, 0.37% active;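 active = inhibition above about 50%, limit read from the data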
zVAD death inh – blocks zVAD induced death of L929 cells; L929 zVAD necroptosis rescue, ATP luminescence, 24 h; with zVAD 60 µM; viability rescue, % at 10 µM; 220,000 tested, 0.38% active;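 active = activation, scaled between plate controls, above about 75%, limit read from the data; inactive = activation under that limit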;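 also: 0% = zVAD with DMSO and 100% = DMSO alone without zVAD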
eIF4E-4G inh – blocks eIF4E binding to eIF4G; TR-FRET eIF4E-eIF4GI(517-606) binding, 2 h; 220,000 tested, 0.37% active; P63073+Q04637; AID 782; inhibition, % at 21.7 µM;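 active = inhibition above about 30%, limit read from the data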;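 also: 0% = full FRET control wells and 100% = background wells lacking eIF4GI fragment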
An asterisk follows results filed as active; i = inactive; · = no result given; [ ] = dose if it differs, or a comment. Compounds were not picked by outcome; 3.6% or so of the library scored in one or more.

SMILES	TNF necrop inh	KCC2 mod	Rad51 HR inh	EBV gp42 inh	Mdm2 ligase inh	PERK inhibitor	Calpain2 inh	zVAD death inh	eIF4E-4G inh
CCCn1c(SCC(=O)Nc2ccccc2Oc2ccccc2)n[nH]c1=O	-2.0	-0.16	20	-10	-9	-1.2	16	-0.6	-12
CN1C(=O)/C(=C/c2ccc3c(c2)OCO3)N=C1c1ccccc1	2.5	0.31	-2	-25	-8	0.0	-10	0.8	-2[fluorescence artefact?]
CN(C)/C=C(\C(=O)c1ccccc1)c1nnnn1-c1ccccc1	0.8	-0.63	-9	2	-14	0.9	-31	-0.5	2
CC(C)n1c(-c2ccccc2F)n[nH]c1=S	-0.7	-0.37	5	-16	-9	1.5	-4	0.5	2[fluorescence artefact?]
Cc1ccc(-n2cc(CN3CCCN(C=O)CC3)c(-c3ccc(F)cc3)n2)cc1	2.8	0.41	2	-10	5	-0.7	-29	2.7	-5
CCOC(=O)c1ccc(NC(=O)CNC(=O)c2ccccc2)cc1	-1.5	0.0023	4	-7	-12	0.1	0	-0.4	-2
O=C(N/N=C\c1cccc(Cl)c1)c1n[nH]c2c1CCCC2	6.3	-0.071	5	-10	-20	1.0	-1	83*	3[fluorescence artefact?]
O=C(COC(=O)c1ccc(N2CCOCC2)c([N+](=O)[O-])c1)Nc1ccc2c(c1)OCO2	1.4	0.42	·	15	-2	0.5	23	0.0	4[fluorescence artefact?]
CCC1(C)Cc2ccccc2C(=S)N1 (stereo unspecified)	-0.2	-0.086	12	-13	-8	0.3	-8	-0.3	3
CCCc1cc(=O)oc2cc(OCc3cc(OC)c(OC)c(OC)c3)c(Cl)cc12	-0.4	-0.39	10	-9	-16	-0.4	-73	0.3	-3
COc1ccc(-n2c(N)c(C(=O)NCC3CCCO3)c3nc4ccccc4nc32)c(OC)c1 (stereo unspecified)	-8.4	·	0	-15	2	-0.1	i	2.1	-4[fluorescence artefact?]
COc1ccc(C2C(C#N)=C(/N=C/N3CCOCC3)OC3=C2C(=O)CC(C)(C)C3)cc1OC (stereo unspecified)	-2.0	-0.27	5	-7	·	-1.6	-40	-1.2	-2
CCOC(=O)c1ccc(NC(=O)Cn2cccc2)cc1	1.0	0.4	-2	-16	·	1.3	-12	-0.2	-6[fluorescence artefact?]
O=C(CCNC(=O)c1ccccc1Cl)N/N=C\c1ccc(O)cc1	-0.1	0.5	19	-16	-11	1.0	-21	0.3	2
COc1cccc(OCCOCCNCCO)c1	1.1	·	-5	6	-8	0.3	9	0.8	-5
CCCNS(=O)(=O)c1ccc(OCC(=O)Nc2ccc3c(c2)OCO3)cc1	0.1	·	-3	-8	-12	0.3	7	-0.1	-1
COc1cc(OC)cc(-n2nnnc2SCC(=O)NC2CCCC2)c1	1.6	-0.38	6	-30	-22	0.3	14	0.5	5[fluorescence artefact?]
COCCNC(=O)c1cn(C)c2ccccc2c1=O	0.1	1.1	-3	-20	14	0.7	-12	6.7	4
Cc1nc2sccn2c(=O)c1CCN1CCC(=C(c2ccccc2)c2ccc(F)cc2)CC1	-1.1	-0.51	-1	3	·	-1.0	-15	-1.6	1
COc1cc(OC)c(C2C(C#N)=C(C)NC(C)=C2C#N)c(C(=O)O)c1	0.3	0.095	-1	-12	-7	1.6	-52	1.1	-5
Cc1nn(CCCC(=O)Nc2cccnc2Cl)c(C)c1[N+](=O)[O-]	1.2	-0.0027	2	4	6	2.2	-21	1.5	2
Cc1ccccc1C(=O)NNC(=S)NC(=O)c1ccc(Cl)cc1Cl	0.4	28*	6	-10	-5	0.9	-34	0.1	0
Cc1cnc(CN(C)Cc2c(C(=O)N3CCc4ccccc4C3)nc3ccc(Cl)cn23)[nH]1	1.9	-0.33	1	4	-26	-1.0	28	-0.9	2
CN(C(=O)CSc1nnc(-c2ccco2)n1N)C1CCCCC1	-3.7	0.69	-2	1	2	0.2	10	-0.1	1
O=C(O)c1cnc(-c2ccccc2)nc1Oc1ccc(Cl)cc1	-0.2	-0.77	2	-17	-14	1.4	10	16	3

Next part (6 carried over from the part before).
SMILES	TNF necrop inh	KCC2 mod	Rad51 HR inh	EBV gp42 inh	Mdm2 ligase inh	PERK inhibitor	Calpain2 inh	zVAD death inh	eIF4E-4G inh
COc1cc(OC)c(C2C(C#N)=C(C)NC(C)=C2C#N)c(C(=O)O)c1	0.3	0.095	-1	-12	-7	1.6	-52	1.1	-5
Cc1nn(CCCC(=O)Nc2cccnc2Cl)c(C)c1[N+](=O)[O-]	1.2	-0.0027	2	4	6	2.2	-21	1.5	2
Cc1ccccc1C(=O)NNC(=S)NC(=O)c1ccc(Cl)cc1Cl	0.4	28*	6	-10	-5	0.9	-34	0.1	0
Cc1cnc(CN(C)Cc2c(C(=O)N3CCc4ccccc4C3)nc3ccc(Cl)cn23)[nH]1	1.9	-0.33	1	4	-26	-1.0	28	-0.9	2
CN(C(=O)CSc1nnc(-c2ccco2)n1N)C1CCCCC1	-3.7	0.69	-2	1	2	0.2	10	-0.1	1
O=C(O)c1cnc(-c2ccccc2)nc1Oc1ccc(Cl)cc1	-0.2	-0.77	2	-17	-14	1.4	10	16	3
O=C(NC(=S)Nc1cc(S(=O)(=O)N2CCOCC2)ccc1O)c1ccco1	0.7	0.052	6	-16	12	1.6	-7	2.6	1
COc1ccc(C(=O)/C=C/Nc2ccc(S(N)(=O)=O)cc2)cc1OC	4.5	·	13	-8	-7	0.8	-28	0.6	-2
O=C1C(Cl)=C(N2CCOCC2)C(=O)N1c1cccc(Cl)c1	-1.9	·	4	-7	-13	0.4	0	1.2	-2
CCOC(=O)c1ccc2nc(C)c(CC)c(Cl)c2c1	2.8	-0.17	1	3	-9	0.3	2	3.5	2
COc1ccc(NC(=O)c2cc(-c3cccnc3)nc3ccc(C)cc23)cc1OC	-3.4	-0.084	1	9	-14	-0.4	-170	0.5	3
Cc1cccn2c(/C=N/OCc3cccc(F)c3)c(-c3ccc(Cl)cc3)nc12	-2.0	0.34	-6	-17	-2	1.3	-42	0.5	-5
COC(=O)CSc1nnc(-c2ccc(OC)c(OC)c2)o1	-0.5	·	-3	-18	-11	0.5	17	-0.6	1
S=c1[nH]nc(-c2ccc(Cl)cc2)n1-c1ccc2c(c1)OCCO2	0.7	1.8	8	-5	-6	0.2	-6	2.1	1
CCC(Sc1nc(=O)cc(N)n1-c1cccc(C)c1)C(=O)Nc1cc(C)on1 (stereo unspecified)	-2.2	·	-1	-27	-10	1.2	-15	-0.2	2
Cc1nccc(-c2ccc(-n3cnc4ccccc43)cc2)n1	0.8	·	-2	13	-12	-0.5	5	1.1	10
O=C(Oc1cccc(/C=N/Nc2nc(Nc3ccccc3)nc(N3CCOCC3)n2)c1)c1ccco1	9.2	0.35	14	-10	-13	0.1	4	-0.3	4[fluorescence artefact?]
CCO[C@@H]1OC(C(=O)N2CCCCCCC2)=C[C@H](c2csc3ccccc23)[C@H]1CCCO	2.0	-0.9	·	-2	·	0.4	13	-0.2	2
COc1ccc(C(C)(C)C)cc1NC(=O)c1ccc2c(c1)SC1=NS(=O)(=O)CCN12	3.2	0.35	-2	-15	2	-0.6	-65	1.0	-1
CCOC(=O)N1CCN(C(=O)CSCc2ccccc2C)CC1	-2.7	0.41	-8	-19	-24	0.4	1	0.5	2
O=C(O)c1cccc(NC(CNS(=O)(=O)c2ccc(Cl)cc2)c2ccccc2)c1 (stereo unspecified)	-1.1	-0.024	-2	5	-1	0.0	-12	0.8	2
COc1ccc(OC)c(NC(=O)c2ccc(CSc3ncccn3)cc2)c1	3.5	·	1	-15	1	-0.1	15	5.8	6
NS(=O)(=O)c1ccc(CNC(=O)Cc2c(F)cccc2Cl)cc1	0.4	1.3	-5	-1	-17	2.4	-25	0.1	0
Cc1ccc(C)c(C(C)NC(=O)c2ccccc2Br)c1 (stereo unspecified)	-0.1	-0.024	·	10	-11	0.6	-7	0.0	-5
COc1cc(OC)nc(NC(=O)NS(=O)(=O)c2ccc(F)cc2)n1	4.9	·	·	3	2	1.1	-22	0.4	1
Clc1ccc(Oc2cnns2)cc1Cl	0.2	0.043	9	-11	-16	0.4	21	-0.2	6
Oc1c(/C=N/c2ncn[nH]2)ccc2ccccc12	-4.8	1.3	-13	-18	-10	0.7	-51	-0.7	6
O=C(NCc1ccccc1Cl)C1CCCN(S(=O)(=O)c2cccc3nsnc23)C1 (stereo unspecified)	-0.5	-1.3	0	-5	-5	-0.6	-25	-0.4	-2

Source: PubChem BioAssay (several laboratories)
